Screening data: PubChem BioAssay, several laboratories
SR-BI uptake up: enhances SR-BI lipid uptake from DiI-HDL; CHO ldlA[mSR-BI] cells, DiI-HDL uptake fluorescence, 3 h; 100 = double the neutral-control signal; activation, % at 12.5 µM; 320,000 tested, 0.096% active; AID 504775;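 active = mean replicate activation of at least 60% and every replicate at or above 60%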;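 also: 0% = median plate neutral-control signal and 100% = twice that signal; values of inactives mirror those of a sister screen read the other way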
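Assay system: CHO ldlA[mSR-BI] cells, LDL receptor-null, SR-BI overexpressing; medium: Ham's F12 with 0.5% BSA, HEPES 25 mM, pH 7.4; also added: DiI-HDL 10 µg/mL; timing: 3 h uptake period with compound, 37 °C; signal: DiI fluorescence, bottom read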
CAL PDZ FP-1: inhibitors of human CAL PDZ peptide binding; purified CAL PDZ, TMR-peptide fluorescence polarization, 1 h; 330,000 tested, 0.02% active; AID 504414; Q9HD26; inhibition, % at 20 µM;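 active = highest replicate inhibition of at least 40%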;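 also: plate controls were DMSO neutral control wells for no effect and unlabeled competitor peptide control wells for full effect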
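Test system: purified CerCALP PDZ construct; Compound dosing: one concentration, 20 µM compound; Also added: TMR-labelled reporter peptide T*-PRC34 bound in PDZ groove; Read-out: inhibition from polarization loss; Controls: unlabelled peptide and DMSO controls; Signal: FP readout, S and P plane fluorescence; Incubation: 1 h at RT.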
SR-BI DiI inh: inhibitors of mouse SR-BI mediated HDL lipid uptake. Q61009. ldlA[mSR-BI] CHO cells, DiI-HDL uptake fluorescence, 3 h. inhibition, % at 12.5 µM. 320,000 tested, 0.96% active. AID 488896;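 active = mean replicate inhibition of at least 70% and a set share of replicates each scoring 70 or more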;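 also: 0% = median of neutral control wells and 100% = median of positive control wells; values of inactives mirror those of a sister screen read the other way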
Target sequence (Q61009 whole entry, looked up): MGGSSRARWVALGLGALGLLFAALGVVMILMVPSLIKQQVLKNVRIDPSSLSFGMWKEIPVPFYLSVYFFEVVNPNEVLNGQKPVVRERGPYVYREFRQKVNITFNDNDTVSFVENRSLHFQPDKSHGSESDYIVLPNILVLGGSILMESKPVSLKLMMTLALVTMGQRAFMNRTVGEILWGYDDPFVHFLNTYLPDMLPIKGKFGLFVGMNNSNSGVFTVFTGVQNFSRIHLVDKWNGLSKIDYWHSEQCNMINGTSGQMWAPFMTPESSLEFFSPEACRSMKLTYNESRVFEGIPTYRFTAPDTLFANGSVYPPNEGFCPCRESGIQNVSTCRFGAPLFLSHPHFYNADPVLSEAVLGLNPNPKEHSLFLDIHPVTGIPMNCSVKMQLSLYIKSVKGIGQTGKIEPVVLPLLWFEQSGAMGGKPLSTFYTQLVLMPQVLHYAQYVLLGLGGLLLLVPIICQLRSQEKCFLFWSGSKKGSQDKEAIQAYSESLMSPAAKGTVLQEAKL
Tat export inh: inhibitors of E. coli Tat protein transport. E. coli MC4100 TorA-mCherry Tat export, fluorescence. inhibition, % at 10 µM. 340,000 tested, 0.036% active. AID 488895;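 active = mean replicate inhibition at least 50% and at least half of replicates individually reaching 50%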;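 also: exported cargo escapes ClpAP degradation while cytoplasmic cargo is degraded and loses fluorescence; 0% = median of neutral control wells and 100% = median of NaSCN control wells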
Ecoli viability: counter-screen for AddAB inhibitors: E. coli growth inhibition. E. coli V3065 growth, OD600 absorbance, 18 h. inhibition, % at 11.9 µM. 330,000 tested, 0.27% active. AID 449728;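 active = inhibition above the campaign's mean inhibition across all tested compounds plus 3 SD, cut at about 9.9% in these data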;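 also: uninfected addAB+ strain grown without phage in ampicillin broth; 0% = DMSO wells and 100% = ciprofloxacin 0.95 µg/ml wells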
AddAB inh: less growth of phage-infected E. coli with AddAB; E. coli expressing H. pylori AddAB, absorbance growth; inhibition, % at 11.9 µM; 330,000 tested, 0.29% active; AID 435030; in the data active = inhibition above about 12%;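 also: 0% = vehicle wells of infected cells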
MITF TRPM1 HTS: MITF TRPM1 promoter activation in melanoma cells; SK-MEL-5 TRPM1-promoter luciferase, 24 h; % of positive control, neutral wells = 0; activation, % at 12.5 µM; 300,000 tested, 0.75% active; AID 588334;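 active = mean activation of at least 80% with every replicate also reaching 80%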;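 also: 0% = neutral control wells and 100% = parthenolide positive control wells; values of inactives mirror those of a sister screen read the other way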
phage Ecoli inh: E. coli growth loss with phage present; inhibition, % at 11.9 µM; growth absorbance; 360,000 tested, 0.26% active; in the data active = inhibition above about 11%
CAL PDZ FP-2: inhibitors of human CAL PDZ peptide binding; Q9HD26; purified CAL PDZ, TMR-peptide fluorescence polarization, 1 h; inhibition, % at 24.9 µM; 300,000 tested, 0.92% active; AID 602252;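 active = mean inhibition of at least 30% with at least half of replicates also reaching 30%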;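 also: 0% = DMSO neutral control and 100% = excess unlabeled competitor peptide PRC23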
Wnt act: activates Wnt/beta-catenin signaling in a reporter cell assay. activation, % at 9.35 µM. activator, plate reader. 300,000 tested, 1.2% active. AID 743398; in the data active = activation above about 30%, passing the limit was not always enough;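 also: 0% = neutral control wells and 100% = positive control wells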
Active calls of the source: *; nt = no result given.

Labels used below: A = SR-BI uptake up; B = CAL PDZ FP-1; C = SR-BI DiI inh; D = Tat export inh; E = Ecoli viability; F = AddAB inh; G = MITF TRPM1 HTS; H = phage Ecoli inh; I = CAL PDZ FP-2; J = Wnt act
1) CCN(CC(=O)Nc1c(F)cccc1F)C(=O)c1cccc(S(=O)(=O)N2CCCCCC2)c1
  A = 5; B = 0.6; C = -5; D = -13; E = -1.1; F = -0.5; G = -11; H = 0.8; I = -2; J = -3
2) CC(C)CNC(=O)COC(=O)Cc1ccc(Cl)cc1
  A = -2; B = -0.5; C = 2; D = -4; E = 0.2; F = -0.8; G = -7; H = 0.0; I = -9; J = 0
3) Cc1ccc(N(C(C)C(=O)NCc2ccncc2)S(C)(=O)=O)cc1C (centres undefined)
  A = -3; B = -0.7; C = 3; D = -1; E = -3.0; F = 0.8; G = 1; H = 2.4; I = -5; J = -1
4) Cc1nnc(SCc2cn3ccsc3n2)n(N)c1=O
  A = 22; B = -0.7; C = -22; D = 0; E = 1.0; F = -1.9; G = 2; H = 2.6; I = 0; J = nt
5) CCOc1ccccc1N(C(=O)c1snc(C(N)=O)c1N)C(C(=O)NCc1ccccc1)c1ccc(O)cc1 (centres undefined)
  A = nt; B = -1.4; C = nt; D = 2; E = nt; F = nt; G = -19; H = 0.1; I = -9; J = -1
6) Cc1c(Cl)c([N+](=O)[O-])nn1CC(=O)NCc1ccco1
  A = -4; B = 0.4; C = 4; D = -2; E = -0.9; F = -1.6; G = 11; H = 3.3; I = 2; J = nt
7) COc1ccc2c(c1)C(C)=CC(C)(C)N2S(=O)(=O)c1ccc(C)cc1
  A = -4; B = -1.1; C = 4; D = 3; E = -0.9; F = 1.2; G = -50; H = 3.2; I = 3; J = -4
8) O=C(Nc1ccc(F)cc1)C1CCCN(C2=NS(=O)(=O)c3ccccc32)C1 (centres undefined)
  A = -1; B = 0.9; C = 1; D = 4; E = 0.3; F = -2.8; G = 10; H = 7.5; I = -2; J = 0
9) COc1ccc(N2CCCC2)c(NC(=O)c2ccc(Br)o2)c1
  A = -50; B = -2.8; C = 50; D = 9; E = 0.1; F = 0.3; G = 5; H = -0.9; I = -24; J = 0
10) O=C(N[C@H]1C/C=C\C[C@@H](CC(=O)N(CCO)Cc2ccccc2)C(=O)NC[C@H](c2ccccc2)OC1=O)OCC1c2ccccc2-c2ccccc21
  A = -65; B = -0.5; C = 65; D = -7; E = -1.3; F = -0.9; G = nt; H = 0.0; I = 0; J = -10
11) CCOc1ccccc1NC(=O)CCS(=O)(=O)c1ccc(Br)cc1
  A = -2; B = -0.9; C = 2; D = 1; E = 0.3; F = 1.6; G = nt; H = 1.4; I = -3; J = 1
12) O=C(NC1CCCCCC1)C1CCN(S(=O)(=O)c2cccc3cccnc23)CC1
  A = 4; B = 0.9; C = -4; D = 24; E = -2.3; F = 3.0; G = -4; H = 4.5; I = nt; J = 0
13) COc1ccc(NC(=O)C2CCCN(S(=O)(=O)c3c(C)[nH]c(=O)[nH]c3=O)C2)cc1OC (centres undefined)
  A = 4; B = 0.1; C = -4; D = -1; E = -1.3; F = 1.5; G = -1; H = 6.4; I = 4; J = -8
14) CCN(CC)C(=O)c1sc(NC(=O)c2cccnc2)c(C(=O)OC)c1C
  A = -8; B = 0.4; C = 8; D = 1; E = -1.3; F = 2.2; G = 1; H = 0.1; I = 0; J = -1
15) COCc1cc(=O)[nH]c(SCCS(=O)(=O)c2ccc(Cl)cc2Cl)n1
  A = 16; B = 2.4; C = -16; D = -9; E = -3.9; F = 0.3; G = -7; H = -1.3; I = 1; J = -17

Some of these compounds in order of the CAL PDZ FP-2 value, falling:
| entry | Molecule | SR-BI uptake up | CAL PDZ FP-1 | SR-BI DiI inh | Tat export inh | AddAB inh | MITF TRPM1 HTS | phage Ecoli inh | CAL PDZ FP-2 | Wnt act |
| --- | --- | --- | --- | --- | --- | --- | --- | --- | --- | --- |
| 6 | Cc1c(Cl)c([N+](=O)[O-])nn1CC(=O)NCc1ccco1 | -4 | 0.4 | 4 | -2 | -1.6 | 11 | 3.3 | 2 | nt |
| 1 | CCN(CC(=O)Nc1c(F)cccc1F)C(=O)c1cccc(S(=O)(=O)N2CCCCCC2)c1 | 5 | 0.6 | -5 | -13 | -0.5 | -11 | 0.8 | -2 | -3 |
| 3 | Cc1ccc(N(C(C)C(=O)NCc2ccncc2)S(C)(=O)=O)cc1C (centres undefined) | -3 | -0.7 | 3 | -1 | 0.8 | 1 | 2.4 | -5 | -1 |

Next part.
Labels used below: A = SR-BI uptake up; B = CAL PDZ FP-1; C = SR-BI DiI inh; D = Tat export inh; E = Ecoli viability; F = AddAB inh; G = MITF TRPM1 HTS; H = phage Ecoli inh; I = CAL PDZ FP-2; J = Wnt act
16) COc1cc2c(cc1NC(=O)COC(=O)CNS(=O)(=O)c1ccc(C)cc1)oc1ccccc12
  A = -47; B = -2.6; C = 47; D = 4; E = 0.1; F = 2.9; G = 13; H = 2.7; I = 0; J = 6
17) Cc1n[nH]c(C)c1N1C(=O)c2cccc3c(N4CCCCCC4)ccc(c23)C1=O
  A = -3; B = -2.2; C = 3; D = 5; E = -0.7; F = -1.9; G = -18; H = 1.0; I = -1; J = -6
18) Cc1ccc(C(=O)N/N=C/c2sc(=O)n(Cc3cccc(C(=O)O)c3)c2Cl)cc1
  A = nt; B = -1.5; C = nt; D = 3; E = 1.2; F = -1.4; G = -2; H = -0.2; I = -3; J = nt
19) Cn1c(=O)c2c(nc(NCCNC(=O)c3ccco3)n2Cc2ccccc2)n(C)c1=O
  A = nt; B = -0.8; C = nt; D = 9; E = 1.4; F = 1.5; G = -11; H = 2.1; I = -5; J = -2
20) CCc1ccc2c(c1)C(c1ccc(N3CCOCC3)cc1)=NNC(c1ccncc1)=N2
  A = 18; B = 0.0; C = -18; D = 3; E = -2.4; F = -0.6; G = 1; H = 0.5; I = nt; J = -3
21) Cn1c2ccccc2c(=O)c2c(=O)n(Cc3ccccc3)c(-c3ccc(F)cc3)nc21
  A = 2; B = -1.8; C = -2; D = 4; E = 0.3; F = 0.6; G = -2; H = 0.0; I = 11; J = -2
22) CN1CCN(Cc2nc3ccccc3c(=O)n2Cc2nc(-c3cccc([N+](=O)[O-])c3)cs2)CC1
  A = -14; B = -1.3; C = 14; D = -6; E = nt; F = nt; G = -27; H = 2.8; I = 3; J = 3
23) O=C(Cc1ccccc1)c1ccccn1
  A = -1; B = 0.0; C = 1; D = 0; E = nt; F = nt; G = -2; H = 2.7; I = -1; J = -5
24) COc1ccccc1C(=O)NCCc1c(C)[nH]c2c(C)ccc(F)c12
  A = -7; B = -0.8; C = 7; D = 3; E = 1.7; F = 0.3; G = 1; H = 4.7; I = nt; J = -1
25) C/C(N)=C(/C#N)C(=O)COC(=O)c1cc(S(=O)(=O)N2CCCCC2)ccc1C
  A = -37; B = -0.7; C = 37; D = -8; E = 2.4; F = 0.7; G = nt; H = 0.7; I = -1; J = -4
26) O=C(Nc1ccc2oc(-c3ccncc3)nc2c1)c1ccccc1
  A = -22; B = -1.4; C = 22; D = 5; E = 3.7; F = 2.3; G = 1; H = 0.7; I = 1; J = 0
27) Cc1cc(N2CCC(C)CC2)nc(-c2ccccc2O)n1
  A = nt; B = 1.0; C = nt; D = 31; E = -1.3; F = -0.2; G = 9; H = 0.6; I = 1; J = 1
28) CC(C)N=Cc1c(O)[nH]c2ccccc12
  A = 29; B = -1.1; C = -29; D = 2; E = 0.2; F = -0.7; G = 1; H = 0.8; I = -1; J = 0
29) Cc1cc(C)n2nc(C(=O)N3CCN(c4ccc([N+](=O)[O-])cc4)CC3)nc2n1
  A = 5; B = -5.0; C = -5; D = 4; E = 0.0; F = 2.7; G = 2; H = -1.3; I = 0; J = 1
30) O=C(NCc1ccccc1)c1cccc(NC(=O)C2CCCC2)c1
  A = -8; B = -1.1; C = 8; D = 1; E = nt; F = nt; G = 3; H = 6.6; I = -3; J = -3

(continued)
Labels used below: A = SR-BI uptake up; B = CAL PDZ FP-1; C = SR-BI DiI inh; D = Tat export inh; E = Ecoli viability; F = AddAB inh; G = MITF TRPM1 HTS; H = phage Ecoli inh; I = CAL PDZ FP-2; J = Wnt act
31) Cc1nnc(NC(=O)c2ccc(S(=O)(=O)N(C)c3ccccc3)cc2)s1
  A = -6; B = -1.5; C = 6; D = 20; E = 0.5; F = 1.5; G = -3; H = -1.1; I = 5; J = 16
32) O=C(O)C(c1ccccc1)C(c1ccccc1)c1ccccc1 (centres undefined)
  A = 13; B = -3.8; C = -13; D = -7; E = -0.9; F = 1.9; G = -15; H = 2.8; I = 0; J = -2
33) COc1ccc(CCNC(C(=O)Nc2cc(C)cc(C)c2)c2ccccc2)cc1 (centres undefined)
  A = -10; B = -2.0; C = 10; D = 9; E = 2.1; F = 0.3; G = -6; H = -0.8; I = -9; J = -1
34) CCn1c(SCC(=O)N/N=C/c2cc(OC)c(O)c(OC)c2)nc2ccccc21
  A = -15; B = -0.2; C = 15; D = 1; E = -0.3; F = 3.5; G = -7; H = 2.8; I = -6; J = 1
35) CC(C)CNS(=O)(=O)c1ccc(CCC(=O)N2CCCC2)cc1
  A = -18; B = -1.0; C = 18; D = 26; E = 1.4; F = -0.6; G = 4; H = 2.6; I = 0; J = -2
36) Cc1ccc2nc(N3CCN(c4ccccc4F)CC3)c(C=O)c(=O)n2c1
  A = 21; B = -2.4; C = -21; D = -4; E = -1.1; F = 1.6; G = -1; H = 6.0; I = 0; J = 3
37) O=C(CCc1ccc(S(=O)(=O)N2CCOCC2)cc1)N/N=C/c1ccc(F)cc1F
  A = -7; B = -2.0; C = 7; D = -7; E = 1.2; F = 1.4; G = -3; H = 0.0; I = -2; J = -2
38) COc1ccc(NC(=O)c2cc(C)nc3ccccc23)cc1S(=O)(=O)N1CCOCC1
  A = -32; B = -0.2; C = 32; D = 9; E = -0.3; F = -1.7; G = -4; H = -0.5; I = -6; J = -1
39) CCOc1cc(/C=N\NC(=O)OC)ccc1OC(=O)c1ccco1
  A = 2; B = -2.1; C = -2; D = -7; E = 0.3; F = -0.2; G = 10; H = 3.5; I = -6; J = -2
40) O=C(NNc1nc(-c2ccccc2)cs1)c1ccco1
  A = -6; B = -0.4; C = 6; D = -9; E = 6.3; F = 4.3; G = 10; H = 6.5; I = -5; J = nt
41) COC(=O)[C@H]1C[C@H]1[C@@H](NC(=O)c1ccc[nH]1)c1ccccc1
  A = 14; B = -0.6; C = -14; D = 5; E = -0.7; F = 3.0; G = 1; H = 1.0; I = -1; J = 2
42) Cc1cccc(NC(=O)COc2ccccc2C)n1
  A = 5; B = -0.4; C = -5; D = -4; E = -1.9; F = 1.6; G = 60; H = 3.2; I = -1; J = nt
43) C/C(CCc1ccc2c(c1)OCO2)=N\NC(=O)c1ccccc1Br
  A = -9; B = -1.8; C = 9; D = -4; E = 1.1; F = -1.6; G = -15; H = 1.7; I = -9; J = -1
44) Cc1cccc(C)c1NC(=O)CN(C)C(=O)CCc1nc2sc3c(c2c(=O)[nH]1)CCCC3
  A = -2; B = 0.2; C = 2; D = 7; E = -0.7; F = -0.6; G = -4; H = -2.8; I = 0; J = -10
